# TRb SRC2 PPI – qHTS for Inhibitors of the Interaction of Thyroid Hormone Receptor and Steroid Receptor Coregulator 2 | Thyroid hormone receptor beta (Homo sapiens), P10828 | TRbeta-SRC2 peptide binding, fluorescence polarization; receptor liganded with 1 µM T3 | Potency, µM (titrated, usually from 106 µM), for inactives: top-dose activity change, negative = inhibition, usual class: inhibitors | 280,000 compounds, 0.065% hits;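 also: plate controls were bound peptide for no effect and peptide without receptor for full effect; nearly all actives have a fitted effect of over 50% in size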
#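 A fluorescence polarization screen tested compounds at multiple concentrations against complex formation between 0.6 uM TRb ligand-binding domain and 20 nM Texas Red SRC2 peptide, with 1 uM T3 present; readout after 5 hr.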
# GAA glycogen mod – qHTS Assay for Inhibitors and Activators of Human alpha-Glucosidase Cleavage of Glycogen; recombinant GAA, glycogen substrate, Amplex Red glucose oxidase fluorescence; 300,000 compounds, 0.38% hits; Potency, µM (highest dose often 76.4 µM), inactives show top-dose activity change, negative = inhibition, hits mostly inhibitors; AID 2100, 2009;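 also: 0% = full enzyme reaction and -100% = no-enzyme basal signal; the screen sought inhibitors and activators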
#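 Recombinant human enzyme (4 nM); glycogen substrate; 37 C, 40 min, pH 5.0. Readout: coupled glucose oxidase/Amplex Red fluorescence.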
# RGS12 GoLoco inh – qHTS Assay for Inhibitors of RGS12 GoLoco Motif Activity (Red Fluorophore) | Guanine nucleotide-binding protein G(i) subunit alpha-1 (Homo sapiens), P63096 | Gai1:RGS12 GoLoco peptide FP, rhodamine, 10 min | Potency, µM (series often up to 61.6 µM), without a hit: at the top dose activity, negative = inhibition, actives largely listed as inhibitors | 230,000 compounds, 0.44% hits | AID 880, 2007; active = well fitted inhibition curve with a large enough effect, not every such curve was filed as active; inactive = no such curve, though single readings can be large or run the other way; also: nearly all actives have a fitted effect of over 30% in size; many of its hits are not listed in these tables
# Target sequence (P63096 whole entry, looked up): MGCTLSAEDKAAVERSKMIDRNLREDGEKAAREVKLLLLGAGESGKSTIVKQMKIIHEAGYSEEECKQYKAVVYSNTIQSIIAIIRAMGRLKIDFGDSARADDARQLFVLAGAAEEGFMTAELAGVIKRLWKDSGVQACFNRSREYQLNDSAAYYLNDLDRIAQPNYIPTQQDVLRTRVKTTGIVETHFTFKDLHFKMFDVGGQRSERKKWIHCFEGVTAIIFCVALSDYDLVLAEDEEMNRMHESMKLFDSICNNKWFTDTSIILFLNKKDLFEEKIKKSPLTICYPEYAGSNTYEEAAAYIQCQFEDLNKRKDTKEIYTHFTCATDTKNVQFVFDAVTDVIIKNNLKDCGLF
# GAA inhib – qHTS Assay for Inhibitors of Human alpha-Glucosidase as a Potential Chaperone Treatment of Pompe Disease; Lysosomal alpha-glucosidase (Homo sapiens), P10253; purified human GAA, 4-MU-alpha-glucoside fluorescence; Potency, µM (top dose mostly 76.9 µM), for the others: top-dose activity change, negative = inhibition, most hits filed as inhibitors; 200,000 compounds, 0.005% hits; AID 1466, 2008;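 also: plate controls were uninhibited enzyme wells for no effect and no-enzyme background for full effect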
#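 Endpoint fluorogenic read: 20 min room-temperature reaction of 4 nM human alpha-glucosidase with 400 uM 4-methylumbelliferyl-alpha-D-pyranoside, pH 5.0, quenched with 1M NaOH/1M glycine pH 10. AC50 from Hill modeling.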
# RECQ1 helicase – qHTS Assay for Inhibitors of RecQ-Like Dna Helicase 1 (RECQ1) | AID 2549, 2010 | 240,000 compounds, 0.54% hits | RECQ1 DNA unwinding, red fluorescence kinetic read | Potency, µM (top dose mostly 57.3 µM), without a hit: at the top dose activity, negative = inhibition, usual class: inhibitors | ATP-dependent DNA helicase Q1 (Homo sapiens), P46063;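 also: plate controls were vehicle for no effect and no enzyme for full effect; nearly all actives have a fitted effect of over 30% in size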
# Target sequence (P46063 whole entry, looked up): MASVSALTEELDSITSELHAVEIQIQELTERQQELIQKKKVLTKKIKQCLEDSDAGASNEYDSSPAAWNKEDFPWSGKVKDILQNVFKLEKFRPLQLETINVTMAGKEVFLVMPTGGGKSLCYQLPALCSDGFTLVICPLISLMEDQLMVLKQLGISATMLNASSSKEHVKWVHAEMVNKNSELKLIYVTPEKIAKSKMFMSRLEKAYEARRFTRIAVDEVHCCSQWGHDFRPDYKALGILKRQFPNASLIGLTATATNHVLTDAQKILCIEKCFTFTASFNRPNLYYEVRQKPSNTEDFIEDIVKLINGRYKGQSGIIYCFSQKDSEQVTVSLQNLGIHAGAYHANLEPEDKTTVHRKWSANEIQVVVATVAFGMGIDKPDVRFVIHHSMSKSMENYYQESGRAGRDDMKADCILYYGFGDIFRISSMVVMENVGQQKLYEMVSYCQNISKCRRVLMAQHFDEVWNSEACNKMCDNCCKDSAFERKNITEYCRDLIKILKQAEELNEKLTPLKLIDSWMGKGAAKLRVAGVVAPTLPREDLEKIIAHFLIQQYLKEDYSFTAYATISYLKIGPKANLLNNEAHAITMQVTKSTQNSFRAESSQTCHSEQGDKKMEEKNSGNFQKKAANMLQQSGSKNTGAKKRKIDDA
#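 RECQ1T1 50 nM; forked duplex (20 bp + 30-nt ss tails) 200 nM, ATP 2 mM final; pH 8.0, 2 mM MgCl2, 2.5 ug/ml poly(dI-dC); 15 min compound preincubation; discontinuous kinetic read over 2 h at RT.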
# GAA spleen mod – qHTS Assay for Inhibitors and Activators of Human alpha-Glucosidase From Spleen Homogenate. AID 2112, 2009. Potency, µM (doses to about 79.9 µM), for inactives: at the top dose activity change, negative = inhibition, most hits filed as inhibitors. human spleen homogenate, 4-MU-alpha-glucoside fluorescence. Lysosomal alpha-glucosidase (Homo sapiens), P10253. 240,000 compounds, 0.006% hits;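 also: 0% = enzyme with vehicle and -100% = no enzyme basal signal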
#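 Human spleen homogenate (1 ug) with 4-methylumbelliferyl-alpha-D-glucopyranoside (1 mM final) in 50 mM citrate/phosphate pH 5.0, 0.01% Tween-20; 40 min at 37 C. Stopped at pH 10; 4-MU fluorescence Ex 365/Em 440 nm; AC50 by Hill fit.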
# L3MBTL1 inh – qHTS Assay for the Inhibitors of L3MBTL1; AID 485360, 2010; Potency, µM (highest dose often 57.1 µM), without a hit: top-dose activity, negative = inhibition, most hits filed as inhibitors; AlphaScreen L3MBTL1–H3K9me1 peptide binding; 230,000 compounds, 0.66% hits; also: nearly all actives have a fitted effect of over 60% in size
#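 L3MBTL1 50 nM + b-AHA-H3(1-15)K9me1 75 nM, 30 min RT; compound added, 30 min RT; streptavidin donor/Ni-chelate acceptor beads 10 ug/mL each final, 30 min RT dark; AlphaScreen read.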
# TexasRed fluor – Total Fluorescence Counterscreen for Inhibitors of the Interaction of Thyroid Hormone Receptor and Steroid Receptor Coregulator 2. TRb/SRC2 Texas Red total fluorescence interference. AID 1479, 2009. Potency, µM (titrated, usually from 106 µM), for inactives: at the highest dose fluorescence change, negative = quenching. 280,000 compounds, 0.29% hits; active = well fitted curve in either direction with a large enough effect; inconclusive = small, poorly fitted or top-dose-only effect
#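 Human TRb ligand-binding domain at 0.6 uM with 20 nM Texas Red SRC2 peptide in Tris buffer containing 1 uM T3 and 5% DMSO, incubated with compound 5 h at ambient temperature. Total fluorescence (555/632 nm) calculated as parallel + 2 × perpendicular.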
# An asterisk follows results filed as active; i = inactive; ? = inconclusive; . = no result given; & = joins results of further samples; [ ] = dose if it differs, or a comment. Unless noted, calls follow the shape of the dose curve; as a rule, active = well fitted curve in the direction sought with a large enough effect; inconclusive = small, poorly fitted or top-dose-only effect, or another doubt; inactive = no such curve, though single readings can be large; an effect the other way counts as inactive or inconclusive. Unless noted, % is scaled to controls: 0 for no effect and ±100 for the full control effect; potency is read from the fitted curve at half-maximal effect. Only part of the results is shown; the hit share may differ from the screen's.
SMILES,TRb SRC2 PPI,GAA glycogen mod,RGS12 GoLoco inh,GAA inhib,RECQ1 helicase,GAA spleen mod,L3MBTL1 inh,TexasRed fluor
Cc1nc(N2CCN(c3ccccc3)CC2)nc2c1C(=O)CC(C)C2 (stereo unspecified),-4%,5%,4%,-1%,2%,-8%,1%,1%
COc1ccc(-n2nnnc2SCC(=O)NCCc2ccccc2)cc1OC,4%,-6%,-5%,-7%,-1%,-2%,1%,1%
CCCCCOC(=O)c1ccc(OC(=O)c2cncc(Br)c2)cc1,-13%,15%,9%,-1%,-10%,-1%,0%,-2%
Cc1sc(NC(=O)CSC2=NCCS2)nc1-c1ccccc1,-5%,-12%,-16%,-6%,-14%,-3%,.,3%
COC(=O)c1c(NC(=O)Cc2cccs2)sc(C)c1C,5%,-1%,10%,-2%,-7%,-7%,.,-4%
CS(=O)(=O)c1ccc(Cl)c(NC(=O)COC(=O)c2cccc(C#N)c2)c1,-6%,10%,3%,-11%,-1%,-2%,.,1%
COC(C[C@H]1O[C@H]1[C@@H](O)[C@@H](C)OCc1ccccc1)OC,-1%,0%,12%,.,i,0%,.,0%
O=c1[nH]c2cc([N+](=O)[O-])c(NCCO)c([N+](=O)[O-])c2[nH]1,-3%,5%,6%,-2%,i,-4%,-7%,-1%
C/C(=N\NC(=O)c1nn(C)c(C)c1Br)c1ccc(NC(=O)c2ccc(C)s2)cc1,1%,-9%,2%,-7%,i,3%,14%,-10%
O=C(O)c1cccc(NC(=S)N/N=C/c2ccccn2)c1,-3%,6%,-34%,7%,0%,1%,20µM*,0%
COc1ccc2c(c1)O[C@H](c1ccc3c(c1)OCO3)[C@@H](OC(=O)NCc1ccco1)C2=O,3%,.,-2%,.,-4%,8%,.,-1%
CCOC(=O)CN1C(=O)COc2ccc(C(C)(C)C)cc21,-10%,6%,1%,4%,i,-4%,6%,0%
Cc1cccc(C)c1NC(=O)c1cn(-c2ccccc2)nc1-c1ccccc1,3%,-7%,9%,-7%,i,2%,6%,0%
COc1ccc(CC(=O)Nc2nc3ccc(F)cc3s2)cc1S(=O)(=O)N1CCOCC1,-6%,2%,10%,-3%,-3%,-4%,-12%,1%
CSc1nc(O)c(Cc2ccccc2)c(=O)[nH]1,2%,6%,6%,4%,i,-3%,4%,-4%
Cc1nc(SCC(=O)c2cc3ccccc3oc2=O)c(C#N)c(-c2ccccc2)c1C(=O)Nc1ccccc1,-2%,9%,-7%,9%,3%,-8%,11%,-1%
CC1CCc2c(sc3ncnc(NCCN4CCOCC4)c23)C1 (stereo unspecified),-2%,9%,5%,.,i,2%,.,0%
CN(C)CCCNC(=O)c1ccc(=O)[nH]n1,8%,8%,0%,.,2%,1%,-11%,-1%
CCN(CC)c1nc2n(c(=S)n1)CCS2,-7%,-5%,-2%,-2%,-5%,-6%,3%,-5%
O=C(O)[C@H]1CN(CCCP(=O)(O)O)CCN1,?,.,2%&7%,.,-5%&-9%,-2%&-3%,.,-1%&0%
COc1ccc(-c2csc3ncnc(NCCN4CCOCC4)c23)cc1,-1%,-13%,11%,0%,-2%,4%,3%,0%
O=C(C(Sc1ccccc1)c1ccccc1)N1CCN(c2ccccc2F)CC1 (stereo unspecified),0%,-19%,-10%,-5%,0%,3%,-3%,2%
CCCC1=NN(C(=O)CCc2ccccc2O)C(O)(C(F)(F)F)C1 (stereo unspecified),4%,9%,-38%,-12%,-9%,-2%,10%,-23%
CCOC(=O)c1ccccc1NC1c2ccccc2C(=O)N1c1ccc(C)cn1 (stereo unspecified),0%,1%,8%,0%,-7%,-4%,?,1%
O=[N+]([O-])c1nn(-c2ccc3c(c2)OCCO3)n(O)c1=Nc1ccccc1,1%,6%,7%,-1%,8%,-6%,-28%,0%
O=C(NC1CCCCC1)N1CCN(c2ccccc2)CC1,-9%,-2%,5%,1%,-1%,0%,-1%,-4%
O=C(NN=C1CCCC1)c1cccs1,14%,-21%,13%,0%,10%,0%,0%,0%
CCO[C@H]1OC(C(=O)N2CCCCCCC2)=C[C@@H](C2CCCCC2)[C@@H]1CCCO,3%,3%,-7%,.,-3%,1%,-1%,0%
CCN(CC)CC(O)COCCC12CC3CC(CC(C3)C1)C2 (stereo unspecified),-11%,0%,-1%,-2%,-11%,-12%,.,-1%
Cn1c(SCC(=O)NCCN2C(=O)CSC2=O)nnc1-c1ccccc1,7%,11%,11%,-6%,-11%,1%,8%,4%
Cn1c(=O)c2c(ncn2CC(=O)Nc2ccccc2)n(C)c1=O,3%,4%,6%,-2%,-5%,-6%,.,-3%
Cc1cc(C)n(-c2nnc(NC34CC5CC(CC(C5)C3)C4)nn2)n1,2%,10%,4%,10%,0%,-7%,?,-2%
COc1ccc(C(=O)N2CCCC2)cc1S(=O)(=O)N1CCC(C)CC1,5%,-5%,5%,-12%,-3%,3%,9%,-4%
Cc1oc(CC(C)C)cc1C(=O)Nc1ccc(C(=O)O)cc1,3%,2%,-9%,?,i,-3%,2%,2%
O=C(CCc1ccccc1)NCC(=O)N/N=C/c1ccc(O)cc1O,1%,-10%,3%,.,2%,6%,-8%,-1%
COc1cc(CNC(C)c2ccccc2)cc(Cl)c1OCC(=O)Nc1ccccc1 (stereo unspecified),0%,3%,4%,-8%,-2%,-3%,2%[2.29 µM],-2%
O=C1CCCN1CCNC(=S)Nc1ccccc1,3%,-9%,9%,4%,-5%,0%,.,-3%
Cc1cc(N2CCOCC2)ccc1/C=C1\NC(=O)N(CC(=O)Nc2ccccc2C)C1=O,-6%,4%,8%,-7%,-4%,1%,.,-1%
CC(C)Cn1c(N2CCN(C(=O)c3cccs3)CC2)nc2ccccc21,-13%,-9%,.,-3%,i,6%,-3%,-1%
COC(=O)Cn1cc(C(=O)c2ccco2)c2ccccc21,0%,8%,-8%,3%,0%,-11%,-3%,-4%
CCn1c(SCc2ccc(C#N)cc2)nnc1-c1ccc(S(=O)(=O)N2CCCCC2)cc1,11%,1%,11%,-4%,-7%,-4%,-12%,-1%
CCNC(=O)C1CN(S(=O)(=O)c2ccccc2)CCN1S(=O)(=O)c1ccccc1 (stereo unspecified),-2%,6%,1%,-15%,-3%,5%,4%,0%
O=c1[nH]c(SCCOc2cccc3ccccc23)nc2ccccc12,-3%,1%,-3%,3%,i,-3%,.,1%
COc1ccc(C2=NN(C(=O)c3ccco3)C(c3cc4ccccc4nc3Cl)C2)cc1 (stereo unspecified),-1%,5%,7%,.,0%,1%,.,-3%
COc1ccccc1NCCC(=O)OCC(=O)NC1CCCCCC1,10%,-8%,11%,-13%,-1%,-7%,-8%,-15%
CSc1nc2sc3c(c2c(=O)n1C)CCCC3,-19%,6%,1%,-5%,-8%,-14%,-3%,-2%
O=C(Nc1ccc(Cl)cc1F)c1ccc(COc2c(F)c(F)c(F)c(F)c2F)o1,1%,3%,14%,-10%,-3%,5%,-9%,3%
COc1ccc(N2CC(NC(=O)Nc3ccccc3)CC2=O)cc1 (stereo unspecified),0%,4%,-9%,-2%,-2%,-16%,.,-1%
O=C(COc1ccccc1Cl)N1CCN(c2ncccn2)CC1,-6%,12%,7%,-1%,i,-7%,29%,-9%
CN1C(=O)S/C(=C/c2cccnc2)C1=O,-14%,-1%,2%,-4%,-1%,-4%,-1%,-2%
NS(=O)(=O)c1ccc(NC(=O)COC(=O)CNC(=O)C23CC4CC(CC(C4)C2)C3)cc1,-2%,0%,-7%,1%,i,1%,7%,-1%
O=C(NC(=S)Nc1nc2ccc(F)cc2s1)c1ccco1,-7%,-4%,7%,-5%,i,-2%,.,1%
CC(=O)c1c(C)nc(C)nc1NC(=O)Cc1ccccc1,6%,-1%,5%,-1%,-1%,-3%,9%,0%
Cc1cnc(C)c(N2CCN(Cc3nc(-c4ccc(C)o4)oc3C)CC2)n1,-3%,-5%,17%,?,i,-4%,-10%,-4%
COc1ccc(C2=Nn3c(nnc3-c3ccccc3O)SC2)c(OC)c1,-1%,.,.,.,-10%,-3%,.,-1%
O=C1c2oc3ccc(Cl)cc3c(=O)c2C(c2ccccn2)N1CCCN1CCOCC1 (stereo unspecified),-8%,3%,43%[activator],-9%,2%,-16%,-5%,-5%
Cc1ccc(-c2cc(NC(=O)CSc3n[nH]c(N)n3)n(-c3ccccc3)n2)cc1,-1%,-6%,10%,-3%,i,1%,.,-4%

# Screening results: PubChem BioAssay, National Center for Advancing Translational Sciences (NCATS)
